SENP8 block-1: SENP8 protease inhibition; Q96LD8; purified SENP8, Z-RLRGG-aminoluciferin cleavage, luminescence; inhibition, % at 10 µM; actives 1.2% (n = 330,000); AID 2540; in the data active = inhibition above about 50%
HKDC1 inhibitor: blocks human hexokinase HKDC1 activity; Q2TB90; recombinant HKDC1, G6PDH/diaphorase resazurin coupled fluorescence; inhibition, % at 20 µM; actives 0.16% (n = 340,000);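 active = inhibition above about 35% when tested at 20 µM, limit read from the data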;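 note: plate controls were DMSO wells with enzyme for no effect and DMSO wells lacking enzyme for full effect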
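Assay system: recombinant HKDC1 hexokinase; detection: coupled resazurin fluorescence, excitation 525 nm, emission 613 nm; benchmarks: DMSO-plus-enzyme-mix negative control, buffer-substituted positive control; compound dosing: single 20 µM dose; schedule: 90 min at room temperature in dark; also added: glucose plus 1 mM ATP as hexokinase substrates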
SENP6 inh: blocks the human protease SENP6. Q9GZR1. Recombinant SENP6 catalytic domain, aminoluciferin luminescence. inhibition, % at 10 µM. actives 1.8% (n = 330,000). AID 2599;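 active = inhibition above about 50% at the single tested dose, limit read from the data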;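 note: plate controls were DMSO wells with enzyme for no effect and DMSO wells lacking enzyme for full effect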
SENP1 FRET inh: SENP1 (human) catalytic domain inhibition | inhibition, % at 10 µM | AID 624204 | Q9P0U3 | actives 0.21% (n = 360,000) | recombinant SENP1 catalytic domain, CyPet-SUMO1-YPet FRET cleavage;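 active = inhibition at least 30% at 10 µM, raw YFP signal under a set limit, fluorescence ratio 0.5 to 1.5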;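 note: 0% = enzyme with DMSO and 100% = no enzyme wells; some results filed as inactive read as strong as hits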
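Material: hSENP1 catalytic domain, recombinant; medium: Tris pH 8 with BME, BSA, NP40 and catalase; compound: single concentration of 10 µM compound, 0.5% DMSO final; technique: FRET read of cyan and yellow fluorescence; timing: 50 min enzyme reaction, room temperature, light-protected; reagent: SFCypet-SUMO1-SFYpet substrate at 25 nM; control set: no-enzyme low, enzyme-DMSO high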
SENP8 block-2: inhibitors of human SENP8 protease; Q96LD8; recombinant SENP8, Nedd8 substrate fluorescence; inhibition, % at 20 µM; actives 0.64% (n = 360,000); AID 602440; in the data active = inhibition mostly above about 40%, no sharp cut-off; inactive = mostly below about 27%
SENP7 inh: inhibitors of human SENP7 protease | Q9BQF6 | recombinant SENP7, Z-RLRGG-aminoluciferin luminescence, 40 min | inhibition, % at 5 µM | actives 1.5% (n = 330,000) | AID 434973;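 active = inhibition above about 50% at the single test dose, limit read from the data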;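 note: plate controls were DMSO with enzyme for no effect and no enzyme buffer wells for full effect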
PfG6PD inh: PfG6PD (Plasmodium falciparum) enzyme inhibition; PfGluPho enzyme, NADPH resazurin-diaphorase fluorescence; inhibition, % at 20 µM; actives 0.78% (n = 350,000);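 active = inhibition reaching at least a set limit at 20 µM in the primary screen, cut at about 59% in these data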;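 note: 0% = DMSO wells with substrate and 100% = DMSO wells lacking glucose-6-phosphate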
Apaf-1 inh: human Apaf-1 inhibition; O14727; reconstituted apoptosome caspase-3 activity, DEVD-Rh110 fluorescence; inhibition, % at 20 µM; actives 0.71% (n = 330,000); active = inhibition of at least 40% at 20 µM;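 note: plate controls were DMSO wells for no effect and DEVD-CHO caspase inhibitor wells for full effect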
Target sequence (O14727 whole entry, looked up): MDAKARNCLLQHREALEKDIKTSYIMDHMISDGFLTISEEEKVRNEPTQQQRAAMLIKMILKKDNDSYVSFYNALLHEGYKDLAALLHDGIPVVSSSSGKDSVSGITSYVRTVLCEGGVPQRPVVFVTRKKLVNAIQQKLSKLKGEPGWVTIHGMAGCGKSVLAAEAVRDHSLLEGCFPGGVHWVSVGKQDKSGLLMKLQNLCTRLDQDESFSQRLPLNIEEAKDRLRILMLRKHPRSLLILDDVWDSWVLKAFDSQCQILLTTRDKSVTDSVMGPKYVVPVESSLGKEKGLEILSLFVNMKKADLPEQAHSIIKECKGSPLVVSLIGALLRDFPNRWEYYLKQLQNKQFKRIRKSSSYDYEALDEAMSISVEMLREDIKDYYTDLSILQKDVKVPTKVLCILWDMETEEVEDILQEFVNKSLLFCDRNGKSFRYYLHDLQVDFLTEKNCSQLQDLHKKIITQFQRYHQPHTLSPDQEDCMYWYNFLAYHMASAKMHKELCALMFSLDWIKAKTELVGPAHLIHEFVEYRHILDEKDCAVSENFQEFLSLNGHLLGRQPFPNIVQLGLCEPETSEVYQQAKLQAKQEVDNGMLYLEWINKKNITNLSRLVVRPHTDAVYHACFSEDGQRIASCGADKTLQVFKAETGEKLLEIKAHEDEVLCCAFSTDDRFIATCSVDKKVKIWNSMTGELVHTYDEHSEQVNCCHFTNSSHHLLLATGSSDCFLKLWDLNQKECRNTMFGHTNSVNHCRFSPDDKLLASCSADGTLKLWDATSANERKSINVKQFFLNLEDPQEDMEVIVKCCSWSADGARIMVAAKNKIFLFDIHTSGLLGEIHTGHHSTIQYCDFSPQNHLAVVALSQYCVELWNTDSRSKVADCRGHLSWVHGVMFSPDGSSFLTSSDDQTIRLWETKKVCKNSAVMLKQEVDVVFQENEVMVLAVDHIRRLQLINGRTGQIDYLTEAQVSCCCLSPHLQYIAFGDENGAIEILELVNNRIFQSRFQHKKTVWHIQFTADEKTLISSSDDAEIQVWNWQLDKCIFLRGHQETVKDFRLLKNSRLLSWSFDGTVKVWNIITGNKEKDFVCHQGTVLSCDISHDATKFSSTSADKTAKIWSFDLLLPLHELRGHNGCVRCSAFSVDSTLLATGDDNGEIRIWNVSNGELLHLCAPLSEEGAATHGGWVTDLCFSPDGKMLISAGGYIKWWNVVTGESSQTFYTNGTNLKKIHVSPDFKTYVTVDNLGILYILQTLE
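Material: reconstituted apoptosome with Apaf-1, cytochrome c, caspase-9, procaspase-3, dATP. Technique: Rh110 fluorescence intensity. Buffer or medium: pH 7.5 Hepes buffer with CHAPS, BSA, DTT. Times: 30 min plus 50 min, RT.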
Numbers without * were called inactive.

`Cn1ccc(C(=O)N/N=C/c2ccccc2[N+](=O)[O-])n1` gave SENP8 block-1 -12, HKDC1 inhibitor 3, SENP6 inh -33, SENP1 FRET inh 0, SENP8 block-2 4, SENP7 inh -2, PfG6PD inh 3 and Apaf-1 inh -6.
`Cc1cc2c(cc1S(=O)(=O)Nc1cccc(F)c1C)NC(=O)CO2` gave SENP8 block-1 -11, HKDC1 inhibitor 10, SENP6 inh 16, SENP1 FRET inh 0, SENP8 block-2 10, SENP7 inh 1, PfG6PD inh 23 and Apaf-1 inh -2.
`CC(=O)Nc1ccc(OC(=O)c2cc3ccccc3oc2=O)cc1` gave SENP8 block-1 -4, HKDC1 inhibitor -9, SENP6 inh -22, SENP1 FRET inh 0, SENP8 block-2 5, SENP7 inh 1, PfG6PD inh -9 and Apaf-1 inh 6.
`O=C(CNC(=O)c1ccc(F)cc1)c1ccc(Cl)cc1` gave SENP8 block-1 -3, HKDC1 inhibitor 3, SENP6 inh 19, SENP1 FRET inh 2, SENP8 block-2 4, SENP7 inh 2, PfG6PD inh -2 and Apaf-1 inh -3.
COc1ccc([N+](=O)[O-])c(OC)c1C(=O)NC(=O)Nc1c(F)c(F)c(F)c(F)c1F was read as SENP8 block-1 3, HKDC1 inhibitor 2, SENP6 inh -28, SENP1 FRET inh 2, SENP8 block-2 14, SENP7 inh 7, PfG6PD inh -22 and Apaf-1 inh 2.
C=CCOc1ccc(C(=O)Nc2ccccc2C(=O)N2CCCC2)cc1 was read as SENP8 block-1 1, HKDC1 inhibitor -9, SENP6 inh -20, SENP1 FRET inh 2, SENP8 block-2 0, SENP7 inh -5, PfG6PD inh 15 and Apaf-1 inh -12.
For Fc1ccc(CN2CCCCCCC2)cc1 the results were SENP8 block-1 2, HKDC1 inhibitor 6, SENP6 inh -3, SENP1 FRET inh 3, SENP8 block-2 10, SENP7 inh 2, PfG6PD inh -12 and Apaf-1 inh -17.
CCCC(=O)Nc1nc2ccc(C(=O)OCC)cc2s1 was read as SENP8 block-1 1, HKDC1 inhibitor -2, SENP6 inh -1, SENP1 FRET inh -11, SENP8 block-2 -4, SENP7 inh -7, PfG6PD inh 11 and Apaf-1 inh 6.
COc1cccc(NC(=O)CSc2nnc(NC(=O)C3CCC3)s2)c1 was read as SENP8 block-1 -3, HKDC1 inhibitor -6, SENP6 inh -15, SENP1 FRET inh 0, SENP8 block-2 4, SENP7 inh -1, PfG6PD inh -16 and Apaf-1 inh 11.
`CCOC(=O)C1CCN(C(=O)CS(=O)(=O)Cc2nc(-c3ccccc3Cl)oc2C)CC1` gave SENP8 block-1 0, HKDC1 inhibitor 9, SENP6 inh -6, SENP1 FRET inh 3, SENP8 block-2 6, SENP7 inh 2, PfG6PD inh -19 and Apaf-1 inh 7.
For Cc1cccc(CN2CCC(Oc3ccc(C(=O)N4CCCC4)cc3)CC2)n1 the results were SENP8 block-1 -6, HKDC1 inhibitor 3, SENP6 inh 4, SENP1 FRET inh -3, SENP8 block-2 2, SENP7 inh -1, PfG6PD inh -5 and Apaf-1 inh 5.
For COc1ccccc1NC(=O)C1C2C=CC(O2)C1C(=O)O (stereo not drawn) the results were SENP8 block-1 -4, SENP6 inh -2, SENP7 inh -8 and Apaf-1 inh 3.
Screening C[C@H](CO)N1C[C@H](C)[C@@H](CN(C)S(C)(=O)=O)Oc2ccc(NC(=O)Nc3ccccc3)cc2C1=O returned SENP8 block-1 7, HKDC1 inhibitor 1, SENP6 inh 14, SENP1 FRET inh -1, SENP8 block-2 11, SENP7 inh -2, PfG6PD inh -10 and Apaf-1 inh -5.
Screening COc1ccc(-n2nnc3c(=O)n(CC(=O)Nc4cc(C)on4)cnc32)cc1 returned SENP8 block-1 0, HKDC1 inhibitor -6, SENP6 inh -15, SENP1 FRET inh 3, SENP8 block-2 15, SENP7 inh -3, PfG6PD inh 6 and Apaf-1 inh -15.
For COc1ccc(Nc2nc(N)nc(CCl)n2)cc1 the results were SENP8 block-1 -17, HKDC1 inhibitor -1, SENP6 inh -34, SENP1 FRET inh 1, SENP8 block-2 23, SENP7 inh 12, PfG6PD inh 6 and Apaf-1 inh 6.
CC1C(=O)C(C)C(c2cc(Br)ccc2O)NC1c1cc(Br)ccc1O (stereo not drawn) was read as HKDC1 inhibitor -7, SENP1 FRET inh 0, SENP8 block-2 16 and PfG6PD inh -10.
`O=C(COc1ccccc1Cl)Nc1cc(NC(=O)COc2ccccc2Cl)cc(C(=O)O)c1` gave SENP8 block-1 2, HKDC1 inhibitor 1, SENP6 inh 11, SENP1 FRET inh -3, SENP8 block-2 8, SENP7 inh 4, PfG6PD inh 2 and Apaf-1 inh -4.
For CCN(C(=O)CSc1nnnn1-c1ccccc1OC)C1CCS(=O)(=O)C1 (stereo not drawn) the results were SENP8 block-1 13, HKDC1 inhibitor -3, SENP6 inh -6, SENP1 FRET inh -2, SENP8 block-2 -4, SENP7 inh 1, PfG6PD inh 1 and Apaf-1 inh 1.
`O=c1[nH]ncn1-c1ccccc1C(F)(F)F` gave SENP8 block-1 0, HKDC1 inhibitor -4, SENP6 inh 13, SENP1 FRET inh 2, SENP8 block-2 24, SENP7 inh 4, PfG6PD inh 9 and Apaf-1 inh 2.
O=C(c1ccccc1NS(=O)(=O)c1ccccc1[N+](=O)[O-])N1CCOCC1 was read as SENP8 block-1 0, HKDC1 inhibitor -12, SENP6 inh -4, SENP1 FRET inh 0, SENP8 block-2 6, SENP7 inh -4, PfG6PD inh -8 and Apaf-1 inh -6.
`O=C(O)CC1C(=O)NCCN1CCCc1ccccc1` (stereo not drawn) gave SENP8 block-1 5, HKDC1 inhibitor -4, SENP6 inh 12, SENP1 FRET inh -3, SENP8 block-2 12, SENP7 inh 3, PfG6PD inh 15 and Apaf-1 inh 2.
For COc1ccccc1NC(=O)/C=C\c1ccco1 the results were SENP8 block-1 -1, HKDC1 inhibitor 7, SENP6 inh 4, SENP1 FRET inh -5, SENP8 block-2 10, SENP7 inh -7, PfG6PD inh 32 and Apaf-1 inh -25.
O=C(CCNC(=O)c1ccccc1Cl)Nc1ccc(Cl)c(C(F)(F)F)c1 was read as SENP8 block-1 3, HKDC1 inhibitor 8, SENP6 inh -12, SENP1 FRET inh 1, SENP8 block-2 18, SENP7 inh 7, PfG6PD inh 5 and Apaf-1 inh -6.
Screening O=C(Cc1ccccc1)Nc1nonc1NC(=O)c1ccccc1 returned SENP8 block-1 2, HKDC1 inhibitor -4, SENP6 inh -13, SENP1 FRET inh 0, SENP8 block-2 7, SENP7 inh 3, PfG6PD inh -13 and Apaf-1 inh 3.
Screening CCOC(=O)c1csc(N/N=C2\CCc3ccccc32)n1 returned SENP8 block-1 1, HKDC1 inhibitor -2, SENP6 inh 13, SENP1 FRET inh -3, SENP8 block-2 -5, SENP7 inh -2, PfG6PD inh 17 and Apaf-1 inh 22.
Screening Cc1ccnc(NC(=O)Cn2ccc([N+](=O)[O-])n2)c1 returned SENP8 block-1 8, HKDC1 inhibitor -12, SENP6 inh -9, SENP1 FRET inh -2, SENP8 block-2 20, SENP7 inh 10, PfG6PD inh -16 and Apaf-1 inh -10.
For Nc1nnc(SCC(=O)NCc2ccc3c(c2)OCO3)s1 the results were SENP8 block-1 -8, HKDC1 inhibitor -5, SENP6 inh -19, SENP1 FRET inh 2, SENP8 block-2 16, SENP7 inh -4, PfG6PD inh 2 and Apaf-1 inh -12.
For CCN(C(=O)COC(=O)/C=C/c1ccco1)c1c(N)n(Cc2ccccc2)c(=O)[nH]c1=O the results were HKDC1 inhibitor -1, SENP1 FRET inh -8, SENP8 block-2 -9 and PfG6PD inh 22.
`O=C(CSc1ccc(-c2nc3ccccc3[nH]2)cn1)Nc1ccc2c(c1)OCCO2` gave SENP8 block-1 -12, HKDC1 inhibitor -6, SENP6 inh -21, SENP1 FRET inh 0, SENP8 block-2 -113, SENP7 inh -6, PfG6PD inh 56 and Apaf-1 inh -13.
For COC(=O)c1ccc(Nc2nc3ccc(C)cc3n3cnnc23)cc1 the results were SENP8 block-1 -2, HKDC1 inhibitor -1, SENP6 inh -14, SENP1 FRET inh -3, SENP8 block-2 -284, SENP7 inh -4, PfG6PD inh -5 and Apaf-1 inh 1.
For COc1ccc(CCN(C)C2CCCN(S(=O)(=O)N(C)C)C2)cc1OC (stereo not drawn) the results were HKDC1 inhibitor 0, SENP1 FRET inh -1, SENP8 block-2 7 and PfG6PD inh -6.
For COc1ccccc1N1CCN(C2CCCN(C(=O)Cn3cccn3)C2)CC1 (stereo not drawn) the results were SENP8 block-1 4, HKDC1 inhibitor -7, SENP6 inh 4, SENP1 FRET inh -1, SENP8 block-2 1, SENP7 inh -3, PfG6PD inh 14 and Apaf-1 inh 3.
For CC1CCCCN1CCNC(=O)c1cc2c(-c3ccccc3F)nn(C)c2s1 (stereo not drawn) the results were SENP8 block-1 -4, HKDC1 inhibitor 0, SENP6 inh -4, SENP1 FRET inh -10, SENP8 block-2 -131, SENP7 inh 1, PfG6PD inh 12 and Apaf-1 inh 18.
CCC(C)N(C(=O)C(F)(F)F)C(C(=O)NC1CCCCC1)c1ccncc1 (stereo not drawn) was read as SENP8 block-1 -11, HKDC1 inhibitor -4, SENP6 inh -5, SENP1 FRET inh 1, SENP8 block-2 8, SENP7 inh -10, PfG6PD inh -8 and Apaf-1 inh 0.
`CCn1c(C)cc(/C=C2/SC(=O)N(C(C)C(=O)OC)C2=O)c1C` (stereo not drawn) gave SENP8 block-1 -9, HKDC1 inhibitor -5, SENP6 inh -8, SENP1 FRET inh -37, SENP8 block-2 -51, SENP7 inh -10, PfG6PD inh 7 and Apaf-1 inh -12.
CC(=O)c1ccc(N2CCN(CC(O)COCc3ccco3)CC2)cc1 (stereo not drawn) was read as SENP8 block-1 -8, HKDC1 inhibitor -12, SENP6 inh -13, SENP1 FRET inh 2, SENP8 block-2 -3, SENP7 inh -7, PfG6PD inh 2 and Apaf-1 inh -14.
Cc1nc(NS(=O)(=O)c2ccccc2)sc1C(=O)N/N=C/c1ccccc1 was read as SENP8 block-1 -1, HKDC1 inhibitor -2, SENP6 inh -1, SENP1 FRET inh -2, SENP8 block-2 -228, SENP7 inh -1, PfG6PD inh 74* and Apaf-1 inh -7.
Screening CNCc1sccc1C returned SENP8 block-1 10, HKDC1 inhibitor -1, SENP6 inh 5, SENP1 FRET inh 0, SENP8 block-2 8, SENP7 inh 1, PfG6PD inh -5 and Apaf-1 inh -26.
O=C(Nc1ccccn1)c1ccc(Cl)c(S(=O)(=O)N2CCCC2)c1 was read as SENP8 block-1 -18, HKDC1 inhibitor -3, SENP6 inh -15, SENP1 FRET inh -1, SENP8 block-2 0, SENP7 inh -2, PfG6PD inh -1 and Apaf-1 inh 3.
For COc1ccc(-c2cc(C(=O)NCc3cccnc3)no2)cc1 the results were SENP8 block-1 -16, HKDC1 inhibitor 16, SENP6 inh 18, SENP1 FRET inh 4, SENP8 block-2 3, SENP7 inh 6, PfG6PD inh 1 and Apaf-1 inh 11.

Of the compounds above, these have a thiophene ring, fused or not.
For CC1CCCCN1CCNC(=O)c1cc2c(-c3ccccc3F)nn(C)c2s1 (stereo not drawn) the results were SENP8 block-1 -4, HKDC1 inhibitor 0, SENP6 inh -4, SENP1 FRET inh -10, SENP8 block-2 -131, SENP7 inh 1, PfG6PD inh 12 and Apaf-1 inh 18.
Screening CNCc1sccc1C returned SENP8 block-1 10, HKDC1 inhibitor -1, SENP6 inh 5, SENP1 FRET inh 0, SENP8 block-2 8, SENP7 inh 1, PfG6PD inh -5 and Apaf-1 inh -26.

Screening results: PubChem, Sanford-Burnham Center for Chemical Genomics
